Chronic BCR inh: qHTS Assay to Find Inhibitors of Chronic Active B-Cell Receptor Signaling; ABC-DLBCL IkBa-CBG/CBR reporter, luminescence ratio, 4 h; Potency, µM (titrated, usually from 46.1 µM), for inactives: at the top dose ratio change, negative = lower green/red ratio, most hits filed as inhibitors; actives 0.05% (n = 340,000); active = well fitted inhibition curve with a large enough effect in the signal ratio, with a control signal flat, not every such curve was filed as active; inconclusive = small, poorly fitted or top-dose-only effect, or effect the other way, or a change in a side signal; the % refers to the signal ratio;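 also: potency is read from the fitted curve at half-maximal effect; plate controls were basal doxycycline-induced cells for no effect and cells given 10 µM MG132 for full effect; MG132 reads +100%, hits lower the ratio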
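Compounds up to 46 uM were incubated four hours with TMD8 cells whose green CBG68 luciferase is fused to IkappaBalpha; red CBR luminescence normalised the signal, and concentration-effect curves were fitted to fusion, red and ratio data.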
TSHR antagonist: Antagonists of the Thyroid Stimulating Hormone Receptor: HTS campaign; actives 0.2% (n = 330,000); TSHR-expressing cells, TSH-stimulated cAMP HTRF, 2 h; active compounds read low; activity change, negative = inhibition, % at 11.5 µM; Thyrotropin receptor (Homo sapiens), P16473;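 active = activity change below a set negative limit, meaning inhibition stronger than a set level, cut at about -70% in these data; inconclusive = activity change between two set negative limits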; also: % is scaled to controls: 0 for no effect and ±100 for the full control effect
Target sequence (P16473 whole entry, looked up): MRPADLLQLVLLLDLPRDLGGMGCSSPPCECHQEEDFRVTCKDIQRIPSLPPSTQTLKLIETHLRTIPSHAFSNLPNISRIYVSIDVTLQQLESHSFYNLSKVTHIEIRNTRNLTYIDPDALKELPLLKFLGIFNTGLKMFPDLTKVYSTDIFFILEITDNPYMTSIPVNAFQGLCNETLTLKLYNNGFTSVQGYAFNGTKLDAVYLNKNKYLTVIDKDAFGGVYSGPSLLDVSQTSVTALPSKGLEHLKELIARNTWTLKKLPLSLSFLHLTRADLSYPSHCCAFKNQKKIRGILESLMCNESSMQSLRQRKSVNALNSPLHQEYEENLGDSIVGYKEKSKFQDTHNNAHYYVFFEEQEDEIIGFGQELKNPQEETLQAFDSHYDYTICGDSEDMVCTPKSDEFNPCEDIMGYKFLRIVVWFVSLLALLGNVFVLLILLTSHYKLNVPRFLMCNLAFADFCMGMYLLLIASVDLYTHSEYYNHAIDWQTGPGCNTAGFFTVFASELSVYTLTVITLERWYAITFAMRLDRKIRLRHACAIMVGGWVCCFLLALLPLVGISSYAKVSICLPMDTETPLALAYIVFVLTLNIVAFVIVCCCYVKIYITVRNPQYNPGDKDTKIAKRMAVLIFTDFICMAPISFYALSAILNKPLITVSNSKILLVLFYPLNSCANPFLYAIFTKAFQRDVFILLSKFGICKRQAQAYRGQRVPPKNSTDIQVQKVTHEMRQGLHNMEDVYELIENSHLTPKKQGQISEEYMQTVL
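Competitive HTRF cAMP read-out (cryptate anti-cAMP antibody, cAMP-d2; 30 min, room temperature) in freshly harvested TSHR cells. Compounds added before TSH at EC80 (4nM final), followed by 2 hours' incubation at 37 deg C.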
a7 integrin act: qHTS for Activators of Integrin-Mediated Alleviation for Muscular Dystrophy. actives 0.064% (n = 350,000). alpha7betagal myoblasts, beta-gal FDG fluorescence, 48 h. Potency, µM (highest dose often 38.3 µM), without a hit: top-dose activation, hits mostly activators;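 also: potency is read from the fitted curve at half-maximal effect; 100% = response of the positive control SU9516; nearly all actives have a fitted effect of over 60% in size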
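Alpha7betagal+/- myoblasts (passage 13) were plated 16-24 hr, then exposed to compounds (1:260 dilution of DMSO stock) for 48 hours at 37C. After MPER lysis, β-galactosidase reporter activity was read as FDG fluorescence (ex 480/em 540) after 30 minutes.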
Eya2 inh: qHTS Assay for Inhibitors of the Phosphatase Activity of Eya2. recombinant Eya2, OMFP fluorescence dephosphorylation (OMFP is methylfluorescein phosphate). Potency, µM (top dose mostly 76.9 µM), inactives show at the highest dose activity, negative = inhibition, actives largely listed as inhibitors. actives 0.006% (n = 330,000). AID 488837, 2010; also: potency is read from the fitted curve at half-maximal effect; % is scaled to controls: 0 for no effect and ±100 for the full control effect
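Eya2 protein (added as 0.2 uM solution) was preincubated with compound for 10 min at ambient temperature in 50 mM HEPES pH 7.5, 50 mM NaCl, 5 uM MgCl2, 0.05% BSA, 1 mM DTT. OMFP (added at 50 uM) then reacted 10 min; fluorescence read at 485/525 nm.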
ELG1 DNA repair: qHTS screen for small molecules that inhibit ELG1-dependent DNA repair in human embryonic kidney (HEK293T) cells expressing luciferase-tagged ELG1. HEK293T ELG1-luciferase reporter, luminescence, 16 h; DNA damage induced by 5-fluorouridine. Potency, µM (titrated, usually from 46.1 µM), without a hit: at the highest dose activity change, negative = inhibition, most hits filed as inhibitors. actives 2.3% (n = 330,000). AID 504467, 2011; also: potency is read from the fitted curve at half-maximal effect; % is scaled to controls: 0 for no effect and ±100 for the full control effect; nearly all actives have a fitted effect of over 55% in size
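DMSO vehicle served as the neutral condition. Each well held 2,000 cells given 5-fluorouridine plus compound; after 16 hr at 37 °C/5% CO2, ONE-Glo was added and luciferase measured 30 min later.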
TCR activator: Activators of T cell receptors: qHTS campaign; primary human leukocytes, anti-CD3, IL-2 HTRF, 48 h; Potency, µM (top dose mostly 9.22 µM), for inactives: top-dose activation of IL-2 secretion, most hits filed as activators; 330,000 tested, under 10 active; also: % of control where 0% means no effect
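HTRF read-out of IL-2 secretion: europium cryptate donor excited at 320nm, d2 acceptor emission at 665nm. Cells were primary human leukocytes incubated 48 hr with compounds and a-CD3 beads, supplying TCR signal only.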
PTAP TSG101 blk: qHTS Assay for Iinhibitors of HIV-1 Budding by Blocking the Interaction of PTAP/TSG101 | Tumor susceptibility gene 101 protein (Homo sapiens), Q99816 | Fluorescence polarization, FITC-PTAP peptide / Tsg101 binding | Potency, µM (top dose mostly 115 µM), inactives show top-dose activity change, negative = inhibition, usual class: inhibitors | 340,000 tested, under 10 active | AID 493005, 2010; active = well fitted inhibition curve with a large enough effect in the main read-out, with a control signal flat, not every such curve was filed as active; inconclusive = small, poorly fitted or top-dose-only effect, or effect the other way, or a change in a side signal; inactive = no such curve, though single readings can be large or run the other way; also: potency is read from the fitted curve at half-maximal effect; % of control where 0% means no effect
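FP read-out: FITC-PTAP peptide, 50 nM final, binding Tsg101 binding domain, 10 uM final; 20 min, r.t.; 10 mM HEPES pH 7.5, 0.15 M NaCl, 0.01% Tween 20, 3 mM EDTA, 0.1 mM TCEP.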
ASM inhibitor: Inhibitors of Secretory Acid Sphingomyelinase (S-ASM): qHTS. actives 0.006% (n = 340,000). placental ASM, HMU-PC fluorogenic substrate, 60 min. Potency, µM (doses to about 57.5 µM), for inactives: at the highest dose activity change, negative = inhibition, usual class: inhibitors. AID 504937, 2011. Sphingomyelin phosphodiesterase (Homo sapiens), P17405; also: potency is read from the fitted curve at half-maximal effect
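Fluorogenic HMU-PC substrate (9 uM final) is turned over by placental ASM in 60 min at 37 C after a 10 min compound preincubation. Reaction ended by alkaline stop (pH 10), with fluorescence read at 386/447 nm.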
A-T KAP1 phos: qHTS Assay for Identifying a Potential Treatment of Ataxia-Telangiectasia | AID 485349, 2010 | Potency, µM (series often up to 57.5 µM), for inactives: at the highest dose activation, most hits filed as activators | […] A-T fibroblasts, KAP-1 phosphorylation AlphaLISA; neocarzinostatin DNA damage 30 min before lysis | actives 0.19% (n = 320,000); also: potency is read from the fitted curve at half-maximal effect; % of control where 0% means no effect; nearly all actives have a fitted effect of over 45% in size
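hTERT-immortalized A-T patient fibroblasts ([…]), 500 cells/well in OPTI-MEM, 1% FBS, got compounds for 60 min, then NCS for 30 min at 37C. Lysates were then assayed for phospho-KAP-1 by AlphaLISA (anti-pKAP1 donor, anti-KAP1 acceptor beads), 6 hr at 25C.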
Mito fusion act: qHTS Assay for Small Molecule Inhibitors of Mitochondrial Division or Activators of Mitochondrial Fusion | AID 485298, 2010 | Potency, µM (top dose mostly 46.1 µM), for inactives: at the top dose growth rescue (activation), usual class: activators | S. cerevisiae fusion-defective mutant growth rescue, CellTiterGlo 48 h | actives 0.23% (n = 320,000);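 also: potency is read from the fitted curve at half-maximal effect; % of control where 0% means no effect; nearly all actives have a fitted effect of over 45% in size; temperature-sensitive fusion mutants such as fzo1-1 at 37 °C on non-fermentable ethanol glycerol medium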
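Yeast fusion mutant, YPEG (non-fermentable carbon), compound, 48 h at 37C non-permissive; CellTiterGlo added, 10 min RT, luminescence read. Rescued growth = division inhibition.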
Tb PFK block: qHTS Assay to Find Inhibitors of T. brucei phosphofructokinase; T. brucei PFK, ADP-Glo luminescence; Potency, µM (doses to about 57.5 µM), for the others: top-dose activity, negative = inhibition, most hits filed as inhibitors; actives 0.17% (n = 330,000); ATP-dependent 6-phosphofructokinase (Trypanosoma brucei brucei), O15648;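 also: potency is read from the fitted curve at half-maximal effect; 0% = uninhibited 1x PFK enzyme wells and -100% = no-enzyme wells; nearly all actives have a fitted effect of over 60% in size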
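Luminescent ADP detection (ADP-Glo, two-step: ATP depletion then ADP-to-ATP conversion for luciferase) reported PFK activity after 45 min room-temperature reaction of 1.25 nM enzyme with 0.5 mM F6P and 0.1 mM ATP at pH 8.0.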
Numbers without * were called inactive; ? = inconclusive; nt = no result given; [ ] = another dose, or the depositor's remark. Unless noted, calls follow the shape of the dose curve; as a rule, active = well fitted curve in the direction sought with a large enough effect; inconclusive = small, poorly fitted or top-dose-only effect, or another doubt; inactive = no such curve, though single readings can be large; an effect the other way counts as inactive or inconclusive.

SMILES | Chronic BCR inh | TSHR antagonist | a7 integrin act | Eya2 inh | ELG1 DNA repair | TCR activator | PTAP TSG101 blk | ASM inhibitor | A-T KAP1 phos | Mito fusion act | Tb PFK block
CC1(C)CC2(CC(C)(C)NC(=O)N2)NC(=O)N1 | -2% | 15 | 16% | -15% | 5% | 6% | 4% | 2% | -1% | 1% | -2%
CCOc1cc(C(=O)Nc2ccc(S(=O)(=O)Nc3onc(C)c3C)cc2)cc(OCC)c1OCC | 4% | 2 | -9% | -1% | 16% | -3%[46.1 µM] | -6% | 9% | 13% | nt | 3%
Cc1[nH]c2c(C(=O)N3CCCC(CCC(=O)NCc4ccccc4F)C3)cccc2c1C (stereo not drawn) | ? | 8 | 9% | 0% | ? | 4% | -1% | 1% | 0% | -4% | -9%
O=C(c1cccnc1)N1CCCC(Nc2ccc(F)cc2)C1 (stereo not drawn) | 0% | -4 | 0% | -2% | -5% | -3% | -3% | 1% | 1% | 0% | -7%
COc1ccc(NC(=O)C2CCN(S(=O)(=O)c3ccc4c(c3)CC(C)N4C(C)=O)CC2)cc1OC (stereo not drawn) | 10% | -7 | -4% | 1% | -4% | -1% | -2% | -1% | 10% | -2% | -3%
O=C(NCc1cccs1)C1CCCN(S(=O)(=O)c2cccs2)C1 (stereo not drawn) | -7% | 0 | -5% | -28% | -3% | 4% | -3% | 0% | 12% | 2% | -1%
Cc1ccc(C(=O)c2oc3ccc(Cl)cc3c2NC(=O)CN2CCN(C)CC2)cc1 | 2% | 17 | -54%[inhibitor] | -2% | -1% | 0% | -3% | -7% | -5% | -16% | 2%
C/C(CC(=O)Nc1ccccn1)=N\NC(=O)c1cccc(C)c1 | ? | 24 | 13% | -10% | 13% | -3% | 1% | 5% | 8% | 14% | -1%
NS(=O)(=O)c1ccc(CCNC(=O)COC(=O)CCN2C(=O)C3CC=CCC3C2=O)cc1 (stereo not drawn) | 5% | 8 | 5% | 0% | 16% | 1% | -4% | 6% | 2% | -3% | 0%
CCOc1cc(C2C(C(=O)c3ccccc3)=C(C(=O)OC)Nc3nnnn32)ccc1O (stereo not drawn) | 12% | 2 | 0% | -18% | 14% | 3% | -4% | 11% | -1% | -4% | -6%
CCc1ccc(NC(=S)N2CCN(C)CC2)cc1 | 4% | 6 | -9% | -7% | ? | 11% | -5% | 2% | 3% | -11% | -2%
CC(=O)Nc1c2c(nn1-c1ccc(C)cc1)CS(=O)(=O)C2 | 2% | 18 | ? | 2% | 9% | 0% | -10% | 10% | 15% | 5% | 3%
Cc1nc(Nc2ccc3c(c2)OCCO3)c2c(C)c(C)sc2n1 | 1% | -19 | -92%[inhibitor] | -11% | ? | 3% | -1% | -3% | 2% | 3% | -3%
COc1ccccc1C(=O)Nc1ccc(S(=O)(=O)Nc2onc(C)c2C)cc1 | -1% | -1 | 25% | -8% | ? | 0% | -7% | -2% | -4% | -3% | 6%
COCCn1c(COc2cccc(OC)c2)nnc1SCC(=O)NC1CCCCC1 | -1% | 7 | 11% | -6% | 8% | -2% | -3% | -1% | -1% | 0% | 0%
COC(=O)Cc1ccc(NC(=O)c2cccs2)cc1 | ? | 7 | 9% | -19% | ? | -2% | -9% | -3% | 0% | 1% | -15%
Cc1ccc[n+](-c2nc([O-])sc2C=O)c1 | -5% | 0 | -11% | 16% | 19% | -2% | ? | -1% | -3% | -4% | -1%
COC(=O)c1ccc(S(=O)(=O)N2CCN(CCO)CC2)n1C | -3% | 20 | 11% | 8% | 5% | 3% | -2% | 0% | 9% | -5% | -2%
COc1cc(-c2nc3ccc(C)cn3c2Nc2ccc3c(c2)OCCO3)ccc1O | ? | 1 | -7% | 15% | 8% | 3% | -1% | 268%[activator] | -11% | ? | 7%
Cc1cc(Br)ccc1NC(=O)CNC(=O)CNc1cccc([N+](=O)[O-])c1 | 1% | -12 | -14% | -6% | -2% | nt | -1% | -1% | 8% | -4% | -11%
OCC1CCCN(Cc2cn(Cc3ccccc3)nc2-c2cc3ccccc3o2)C1 (stereo not drawn) | 4% | -2 | -20% | 5% | -5% | 1% | -6% | 2% | 5% | -2% | 6%
O=c1[nH]c(CN2CCN(c3ccccc3)CC2)nc2ccccc12 | ? | 14 | 4% | 17% | 2% | -3% | 2% | 3% | -2% | -1% | 27%
Cn1ccc(NC(=O)Nc2cccc(C(F)(F)F)c2)n1 | 0% | -7 | 16% | -24% | -3% | -1% | -5% | -2% | -2% | -6% | 3%
CSC1=NNC(c2ccc(C(C)(C)C)cc2)=NN1 | ? | -6 | -49%[inhibitor] | -13% | ? | 9% | -1% | 4% | -9% | -2% | -4%
C#CCOCCOCCOCCNc1nc(N2CCN(C(=O)[C@H](CCCCN)n3cc([C@@H](N)CO)nn3)CC2)nc(N2CCN(C(=O)[C@H](Cc3cc4ccccc4[nH]3)n3cc([C@@H](N)CC(C)C)nn3)CC2)n1 | 5% | -4 | nt | 6% | 14% | nt | nt | nt | 5% | -1% | 17%
CCOc1ccc(Br)cc1C1=CC(=O)C[C@H](c2ccc(OC)cc2)C1 | ? | 8 | -38% | 5% | -29% | -1% | -11% | -4% | 14% | ? | 3%
Cc1cc(C(=O)NC(C)CCC(C)C)c2ccccc2n1 (stereo not drawn) | 3% | -1 | 0% | -7% | 6% | 1% | -2% | 1% | -2% | -3% | -8%
CCN(C(=O)COC(=O)c1cccs1)c1c(N)n(Cc2ccccc2)c(=O)[nH]c1=O | -2% | -1 | -7% | 11% | 5% | 4% | 0% | 2% | -6% | -3% | 3%
CCOC(=O)C1(Cc2cccc(F)c2)CCN(CC2CC2)CC1 | -3% | 8 | -4% | -3% | 1% | 4% | -4% | 2% | 1% | -1% | -3%
CCC(=O)Nc1nc(-c2cc([N+](=O)[O-])cs2)cs1 | ? | -8 | 47% | -10% | 0% | 2% | 0% | -4% | -1% | 4% | 2%
O=C(CC1N=C2c3ccccc3N=C(SCc3ccc(F)cc3)N2C1=O)NCc1ccco1 (stereo not drawn) | 3% | -3 | -7% | 3% | 29% | -4% | -12% | 30%[activator] | 7% | 10% | -2%
Cc1cc(C)nc(SCC(=O)Nc2ncc(Cc3cccc(Cl)c3Cl)s2)n1 | 1% | -21 | -28% | 7% | -8% | 0%[46.1 µM] | -2% | -1% | nt | -11% | 9%
Cc1cc(C(=O)N2CCCC(CCC(=O)N3CCN(c4ccccn4)CC3)C2)c(C)o1 (stereo not drawn) | 12% | -16 | 0% | -7% | ? | 1% | -3% | 3% | -1% | -4% | 2%

Single entries from above:
`Cc1cc(C(=O)NC(C)CCC(C)C)c2ccccc2n1` (stereo not drawn) | TSHR antagonist = -1
`CCOc1ccc(Br)cc1C1=CC(=O)C[C@H](c2ccc(OC)cc2)C1` | ELG1 DNA repair = -29%
